pCIP destab – p/CIP-EGFP fusion destabilizers, primary screen, fluorescence, F442A cells | Q05BA5 | 16 h | decrease of EGFP signal, % at 10 µM | 0.01% of 290,000 active | AID 1984, 2009;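 active = EGFP signal decrease of at least 30% at 10 µM or well 3 SD below plate mean, unless failing retest; inactive = the rest, including hits failing retest or dose response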; note: some compounds called inactive have numbers as strong as hits; many of its hits are not listed in these tables
Target sequence (Q05BA5 1-1403): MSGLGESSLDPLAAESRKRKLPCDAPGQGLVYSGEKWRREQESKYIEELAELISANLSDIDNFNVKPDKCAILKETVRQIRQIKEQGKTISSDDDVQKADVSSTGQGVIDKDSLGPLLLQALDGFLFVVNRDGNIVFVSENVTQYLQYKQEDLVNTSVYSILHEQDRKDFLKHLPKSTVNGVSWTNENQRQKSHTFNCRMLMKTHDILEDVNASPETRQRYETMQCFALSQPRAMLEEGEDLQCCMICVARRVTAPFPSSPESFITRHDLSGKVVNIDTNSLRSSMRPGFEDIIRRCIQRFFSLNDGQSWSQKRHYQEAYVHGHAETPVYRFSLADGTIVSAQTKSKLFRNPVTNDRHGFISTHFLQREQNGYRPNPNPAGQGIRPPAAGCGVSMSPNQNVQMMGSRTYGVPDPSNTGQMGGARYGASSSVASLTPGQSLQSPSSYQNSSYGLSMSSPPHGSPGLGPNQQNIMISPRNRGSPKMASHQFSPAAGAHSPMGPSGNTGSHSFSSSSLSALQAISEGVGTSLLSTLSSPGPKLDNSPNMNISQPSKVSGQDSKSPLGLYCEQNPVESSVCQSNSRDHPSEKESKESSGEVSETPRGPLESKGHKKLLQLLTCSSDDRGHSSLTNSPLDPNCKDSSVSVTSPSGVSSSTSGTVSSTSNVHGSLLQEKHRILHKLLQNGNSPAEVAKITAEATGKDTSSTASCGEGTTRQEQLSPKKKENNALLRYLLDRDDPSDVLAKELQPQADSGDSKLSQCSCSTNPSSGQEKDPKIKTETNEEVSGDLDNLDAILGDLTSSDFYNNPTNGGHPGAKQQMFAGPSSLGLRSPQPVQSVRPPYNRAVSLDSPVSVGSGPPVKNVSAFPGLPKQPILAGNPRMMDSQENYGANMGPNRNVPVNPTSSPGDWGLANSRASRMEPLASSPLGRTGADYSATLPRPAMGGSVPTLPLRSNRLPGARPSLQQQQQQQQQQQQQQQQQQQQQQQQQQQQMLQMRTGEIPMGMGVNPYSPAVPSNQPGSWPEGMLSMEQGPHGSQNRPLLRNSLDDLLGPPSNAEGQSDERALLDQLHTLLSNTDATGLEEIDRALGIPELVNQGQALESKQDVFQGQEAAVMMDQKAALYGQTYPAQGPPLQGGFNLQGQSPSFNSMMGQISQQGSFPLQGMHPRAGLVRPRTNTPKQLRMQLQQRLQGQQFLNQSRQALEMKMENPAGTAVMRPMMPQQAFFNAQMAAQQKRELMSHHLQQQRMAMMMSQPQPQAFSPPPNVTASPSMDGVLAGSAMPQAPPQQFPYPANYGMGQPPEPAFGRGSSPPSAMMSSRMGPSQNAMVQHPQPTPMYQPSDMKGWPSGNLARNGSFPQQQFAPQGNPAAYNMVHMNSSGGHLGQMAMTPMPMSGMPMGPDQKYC
DNA FID counter – compounds displacing fluorescent DNA intercalator, primary screen, artefact control for HCV NS3 helicase inhibitor project, biochemical, FID fluorescence; inhibition, % at 7.9 µM; DNA fluorescent intercalator displacement; AID 1845, 2009; 0.17% of 290,000 active; in the data active = inhibition above about 37%;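 note: 0% = vehicle and 100% = reference compound; higher means more ethidium bromide displaced from hairpin DNA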
PfM18AAP inh – PfM18AAP inhibitors, malaria aminopeptidase, primary screen, biochemical, QFRET, recombinant enzyme; M18 aspartyl aminopeptidase (Plasmodium falciparum 3D7); H-Glu-NHMec fluorogenic cleavage; inhibition, % at 7.35 µM; 1.2% of 290,000 active;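 active = inhibition above the campaign mean inhibition over all tested compounds plus 3 SD, cut at about 28% in these data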;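 note: 0% = plate median of test compound wells and 100% = 2 mM ZnCl2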
NS3 helicase inh – inhibitors of HCV NS3 helicase, primary screen, biochemical, Cy5 molecular beacon fluorescence | Hepatitis C virus NS3 helicase | NS3 helicase DNA unwinding | inhibition, % at 10.9 µM | 0.56% of 290,000 active | AID 1800, 2009;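 active = inhibition above the mean of all tested compounds plus 3 SD, set per campaign, cut at about 35% in these data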;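 note: 0% = DMSO wells and 100% = thioflavine S control wells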
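System: Hepatitis C virus NS3 helicase domain fragment enzyme | Reagent: Annealed dual-labelled DNA beacon duplex, ATP-started | Compound dosing: 10.9 µM single point, 0.8% DMSO | Incubation: 1 h reaction at 25 °C, ATP-initiated | Technique: Cy5 fluorescence | Evaluation: Percent inhibition from t60/t0 fluorescence ratio | Benchmarks: Low DMSO, high thioflavine S at 110 µM | Replication: Singlicate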
VIM-2 inhibitor – VIM-2 metallo-beta-lactamase inhibitors, primary screen, biochemical, epi-absorbance readout, Pseudomonas aeruginosa enzyme; inhibition, % at 5.6 µM; 0.89% of 290,000 active; purified VIM-2, nitrocefin hydrolysis, epi-absorbance fluorescence; AID 1527, 2009;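 active = inhibition above the mean of all tested compounds plus 3 SD, cutoff set per screening run, cut at about 7.5% in these data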;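 note: red hydrolysis product quenches plate fluorescence so inhibitors raise well fluorescence; 0% = enzyme with DMSO and 100% = DMSO without enzyme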
IDE act – human IDE activators in live cells, primary screen, fluorescence polarization, HEK cells, FAbeta-B substrate; FAbeta-B cleavage; 0% vehicle, 100% cell-free pure enzyme wells; activation, % at 5.96 µM; 0.073% of 340,000 active;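 active = activation above the mean of all tested compounds plus 3 SD, set per screening campaign, cut at about 17% in these data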
IDE cell inh – human IDE inhibitors in live cells, primary screen, fluorescence polarization, HEK cells, FAbetaB substrate. Insulin-degrading enzyme (Homo sapiens), P14735. FAbetaB cleavage. inhibition, % at 5.59 µM. 0.41% of 320,000 active. AID 434962, 2010;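 active = percent inhibition above the average of all tested compounds plus 3 SD, set per screening campaign, cut at about 16% in these data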;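 note: IDE supplied by intact live HEK cells; FP after avidin binding of uncleaved biotin substrate so inhibition keeps polarization high; 0% = DMSO wells and 100% = 60 µM reference IDE inhibitor Ii1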
UBC9 SUMO inh – inhibitors of in vitro SUMOylation cascade, primary screen, biochemical, HTRF, uHTS. SUMO-conjugating enzyme UBC9 (Homo sapiens), P63279. HTRF SUMOylation assay, SAE1/SAE2 + UBC9. 0.36% of 290,000 active. inhibition, % at 35 µM; in the data active = inhibition above about 50%, passing the limit was not always enough; note: strong numbers were not always called active
IMP-1 inh – IMP-1 metallo-beta-lactamase inhibitors, primary screen, biochemical, epi-absorbance readout, Pseudomonas aeruginosa enzyme; metallo-beta-lactamase IMP-1 (Pseudomonas aeruginosa); purified IMP-1, nitrocefin hydrolysis, epi-absorbance fluorescence; inhibition, % at 5.6 µM; 0.45% of 290,000 active; AID 1556, 2009;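 active = inhibition above the mean plus 3 SD of all compounds in the same screening run, cut at about 4.5% in these data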;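 note: 0% = IMP-1 with DMSO and 100% = DMSO wells lacking enzyme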
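System: purified recombinant IMP-1 beta-lactamase. Medium: Zinc- and detergent-supplemented HEPES buffer, pH 7.1. Compound: one 5.6 µM dose […]. Schedule: 15 min preincubation plus 25 min reaction at 25 °C. Technique: Epi-absorbance fluorescence, 480 nm excitation, 530 nm emission.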
The depositor's hits bear a star; / = not tested or not shown.

SMILES	pCIP destab	DNA FID counter	PfM18AAP inh	NS3 helicase inh	VIM-2 inhibitor	IDE act	IDE cell inh	UBC9 SUMO inh	IMP-1 inh
CCCCCCCCCOC1OC(CO)C(O)C(O)C1NC(C)=O (stereo unspecified)	-11.9	-7.6	-1.3	-3.2	-3.8	-1.4	0.5	5.8	-3.5
Cc1nc2cc(NC(=O)COc3ccccc3C#N)ccc2n1-c1ccccc1	-10.3	-22.7	-8.3	-10.1	-4.0	2.8	3.1	10.4	-2.5
O=S(=O)(NCCc1cccs1)c1ccc(Br)cc1	-1.1	-9.1	-6.8	1.6	0.7	7.4	-2.6	4.2	5.5*
O=C(Cc1ccc(-n2c(=O)c3ccccc3n(Cc3ccccc3F)c2=O)cc1)NCC1CCCO1 (stereo unspecified)	-17.7	-28.9	-12.1	1.7	-2.4	0.1	4.6	6.8	-3.3
CC1CCC2C(C1)Nc1c(C(=O)O)cccc1C2(C)C (stereo unspecified)	-10.6	-28.9	6.9	30.5	-1.6	-5.1	2.1	2.7	-4.3
Cc1cc(C2C(=O)C(C(=O)c3ccc(Cl)cc3)C(=O)CC2(C)C)on1 (stereo unspecified)	-13.0	-7.1	-12.1	-2.3	-1.4	-1.0	4.6	12.8	-1.8
O=C(CP(=O)(c1ccccc1)c1ccccc1)Nc1nc2ccccc2s1	4.4	-32.0	-1.9	-1.7	-2.4	0.4	-4.7	6.7	-0.5
O=C(N/N=C/c1cccnc1)c1cc(Br)ccc1O	-1.1	-7.9	0.1	11.4	-2.9	0.5	-0.8	13.2	-2.0
O=C(NCc1ccc(F)cc1)c1cnc2sccn2c1=O	-10.2	/	/	/	/	0.9	-3.8	15.5	/
O=C(C#Cc1cccc([N+](=O)[O-])c1)c1ccccc1	-7.2	0.8	20.9	-9.4	0.5	0.8	-0.3	8.2	-2.0
O=C(/C=C/c1ccccc1Cl)NC(=S)Nc1ccccc1C(=O)NC1CCCCC1	-6.8	-2.2	4.3	4.6	-4.3	0.7	-1.5	-3.2	-2.3
COc1ccc(-n2nc3c(c2NC(=O)C2CCCC2)CS(=O)(=O)C3)cc1	8.1	-8.9	3.4	4.6	-3.2	4.9	0.3	8.9	-1.9
O=S(=O)(c1ccccc1C(F)(F)F)N1CCC(n2cnc3ccccc32)CC1	6.7	-28.0	-12.0	-5.9	-5.5	-3.3	-2.6	-11.5	-6.5
N#CC(C(=O)C1CCCCC1)c1nc2ccccc2[nH]1 (stereo unspecified)	6.3	-16.3	8.4	9.5	-3.8	-1.2	-1.2	-12.2	-1.8
CC(C)(C)C(=O)Cn1nc(Cl)nc1Cl	14.7	-0.4	-3.3	2.7	-6.6	3.7	1.5	-14.8	-2.1
COc1cccc(-c2noc(-c3ccc(Cl)nc3)n2)c1	86.1	-1.1	-10.3	9.8	-2.0	5.3	3.5	10.4	-2.9
O=C(NC1CC1)C1=C[C@H](c2csc3ccccc23)C[C@H](OCCCCO)O1	-15.9	-29.2	6.0	0.2	-3.1	1.3	-1.2	13.4	-2.1
Cc1cc2nnn(-c3nnc(-c4ccccc4)c4ccccc34)c2cc1C	2.2	3.0	5.6	-12.8	1.6	2.0	5.6	-10.5	-1.3
CCc1nn(C(CC)C(=O)NCc2cccs2)c(=O)c2cc3occc3n12 (stereo unspecified)	-2.0	-36.2	-4.3	6.5	-1.0	2.5	-5.1	5.3	0.0
CCOC(=O)C1CCCN(Cc2nc(Cc3cccc(F)c3)no2)C1 (stereo unspecified)	-5.4	-13.8	-6.6	8.9	-1.5	2.2	3.3	-1.7	-2.5

Another view of part of the listing above:
Each structure is followed by: pCIP destab | DNA FID counter | PfM18AAP inh | NS3 helicase inh | VIM-2 inhibitor | IDE act | IDE cell inh | UBC9 SUMO inh | IMP-1 inh
- N#CC(C(=O)C1CCCCC1)c1nc2ccccc2[nH]1 (stereo unspecified)
    6.3 | -16.3 | 8.4 | 9.5 | -3.8 | -1.2 | -1.2 | -12.2 | -1.8
- CC(C)(C)C(=O)Cn1nc(Cl)nc1Cl
    14.7 | -0.4 | -3.3 | 2.7 | -6.6 | 3.7 | 1.5 | -14.8 | -2.1
- COc1cccc(-c2noc(-c3ccc(Cl)nc3)n2)c1
    86.1 | -1.1 | -10.3 | 9.8 | -2.0 | 5.3 | 3.5 | 10.4 | -2.9
- O=C(NC1CC1)C1=C[C@H](c2csc3ccccc23)C[C@H](OCCCCO)O1
    -15.9 | -29.2 | 6.0 | 0.2 | -3.1 | 1.3 | -1.2 | 13.4 | -2.1

(next part)
SMILES	pCIP destab	DNA FID counter	PfM18AAP inh	NS3 helicase inh	VIM-2 inhibitor	IDE act	IDE cell inh	UBC9 SUMO inh	IMP-1 inh
CC1=CCC(C(=O)O)(C(=O)N/N=C/c2cccnc2)C(c2ccccc2)C1 (stereo unspecified)	-3.1	-16.1	8.4	0.4	3.1	/	3.6	14.5	-1.9
O=C1CCCS(=O)(=O)c2ccccc21	-8.0	-1.9	-7.1	3.9	0.0	5.5	-6.9	1.3	-0.5
Cc1ccc2oc(C(=O)Nc3ccc(S(=O)(=O)Nc4onc(C)c4C)cc3)cc(=O)c2c1	-4.8	-34.1	-8.8	11.2	-1.0	-3.3	-1.6	15.0	-0.9
COc1cc(Cn2c(C(=O)O)cc3sccc32)cc(OC)c1OC	-9.8	-38.9	-10.2	14.3	0.9	-1.6	/	9.9	0.3
CCCCC[C@H](O)/C=C/[C@@H]1[C@@H](C/C=C\CCCC(=O)OC)[C@@H](O)C[C@H]1O	-3.6	-38.8	14.6	-5.8	1.2	5.4	2.3	/	-1.2
Cn1c(SCC(=O)NCCc2ccccc2)nnc1-c1ccco1	-1.7	-2.4	-1.2	18.6	-2.5	-2.8	10.1	-18.0	-3.8
CC1CCN(c2nc3c(c(=O)[nH]c(=O)n3C)n2CC(C)CSc2nnnn2-c2ccccc2)CC1 (stereo unspecified)	-5.7	1.9	0.8	0.7	-2.7	-0.1	6.1	2.3	-2.0
COC/C=C/C1=CC2=CC(=O)C(C)(OC(=O)c3cnc4ccccc4n3)C(=O)C2=CN1Cc1ccccc1 (stereo unspecified)	-0.2	/	/	/	/	1.9	0.0	-7.4	/
Cc1cccn2c(=O)c(/C=C(\C#N)S(=O)(=O)c3ccccc3)c(N3CCCCC3)nc12	-12.0	-5.0	3.3	5.2	-3.5	/	7.5	-3.2	-3.6
Cc1nc2nc3c(c(=O)n2[nH]1)CCCC3	2.7	2.0	-0.7	4.2	-1.7	1.6	2.6	-20.4	-5.1
COc1cc(NS(=O)(=O)c2csc(C(N)=O)c2)cc(OC)c1	-9.9	-0.6	-18.9	-3.0	-0.8	5.3	1.0	15.7	-1.5
O=c1[nH]c(CN2CCN(c3ccc(F)cc3)CC2)nc2ccccc12	-14.2	-6.7	-3.2	-1.8	55.5*	-0.9	-0.6	1.2	-4.3
CC12CCC(=O)N1C(C(=O)Nc1cccc(F)c1)CS2 (stereo unspecified)	-13.0	-3.2	4.0	9.0	1.7	-1.8	-1.1	2.5	-1.9
O=C(Nc1cc(NC(=O)c2ccccc2F)ccc1Cl)c1ccccc1	0.6	-20.8	3.7	1.5	-3.9	-1.9	1.9	6.0	-2.6
O=C(c1ccco1)N1CCN(Cc2ccccc2C(F)(F)F)CC1	/	-8.9	4.3	-0.4	-3.5	/	/	/	-3.1
FC(F)(F)c1cccc(-c2cc(C3CCNCC3)[nH]n2)c1	11.5	-2.1	-2.0	-18.4	1.7	1.1	1.0	-21.1	-3.4
CC1CCC2(CC1)NC(CO)(CO)CO2 (stereo unspecified)	2.5	0.5	1.0	1.9	-2.2	2.1	1.1	0.9	-6.4
CC(C)C1CC(c2csc(N)n2)CCO1 (stereo unspecified)	-4.7	-3.5	-6.2	0.7	-3.5	-0.9	2.2	-9.0	-3.4
C=C(C)C1Cc2c(C)nn(-c3cccc4ccccc34)c2C1 (stereo unspecified)	-15.9	-8.3	-4.3	-2.7	-5.4	-0.5	-1.6	-10.4	-6.2
O=C(Nc1ccccc1Cl)C1CCN(S(=O)(=O)c2cccc3nonc23)CC1	-13.5	-2.3	6.3	0.2	-1.5	0.1	2.7	-1.7	-1.3
N#Cc1ccc(COC(=O)c2cnc3ccccc3n2)cc1	-2.9	-7.9	-8.8	-11.7	1.4	2.6	-2.1	-0.9	0.4
COc1ccc(N(CC(=O)N2CCCCC2)S(=O)(=O)c2c(C)nn(C)c2C)cc1	0.0	-15.8	3.3	-6.1	-3.0	-5.9	3.5	-5.0	-4.3
CCOC(=O)c1cccc(NC(=O)CSc2nnc(COc3ccccc3C)o2)c1	-23.6	-10.5	-14.0	-4.5	-2.5	-1.8	-1.5	16.9	-0.2
COc1ccc(CN(C)CC(=O)Nc2ccc(Cl)cc2C(F)(F)F)c(OC)c1	-1.0	-4.5	-8.7	-1.3	-1.5	4.1	0.8	-23.2	-2.4
CC(=O)Nc1ccc(S(=O)(=O)Oc2cccc(N3C(=O)C4CC=CCC4C3=O)c2)cc1 (stereo unspecified)	-9.1	-4.1	2.5	-1.6	-1.9	0.4	-3.8	9.9	-2.8
Cn1c(=O)oc2cc(S(=O)(=O)N3CCN(c4ccccn4)CC3)ccc21	-3.4	1.0	-4.8	11.6	0.3	3.8	1.2	-6.7	1.8
Cc1c(NC(=O)C(C)OC(=O)c2cc3c4ccccc4n(C)c3s2)c(=O)n(-c2ccccc2)n1C (stereo unspecified)	-0.8	-13.3	1.1	4.0	1.7	-3.0	-0.3	11.6	0.1
CCOCc1cc(=O)[nH]c(SC)n1	-0.8	-4.5	-2.4	-1.8	-0.2	1.8	/	0.0	-1.0
COc1ccc(-n2c(-c3ccc(Cl)cc3Cl)n[nH]c2=S)c(OC)c1	-10.1	-32.8	-2.4	-3.0	-2.4	-21.5	/	12.0	-4.9
Cc1cc2nccc(-c3ccco3)n2n1	-4.0	-3.2	5.2	5.0	-2.8	-0.9	2.0	25.5	-1.9
Cc1cc(C(=O)CCl)c(C)n1CCc1ccc(Cl)cc1	-9.0	-11.0	6.0	-4.9	0.8	3.4	-10.1	11.8	-0.7
COc1ccc(OC)c(NC(=O)C2COc3ccccc3O2)c1 (stereo unspecified)	-10.9	-11.1	1.6	4.2	-3.2	-1.1	-1.9	11.5	-1.8
Cc1cc(C)c(S(=O)(=O)N(C)CC(=O)NC2CCCC2)c(C)c1	-2.0	-8.9	-3.0	7.7	-3.6	3.3	-1.3	19.2	-0.9
CCC(C)[C@H](N)c1cn([C@@H](Cc2cc3ccccc3[nH]2)C(=O)N2CCNCC2)nn1 (stereo partly specified)	-3.0	20.1	0.5	-25.8	-3.9	-4.9	-2.2	-6.4	-3.3
Cc1ccc(-c2nnc(Cc3ccc([N+](=O)[O-])cc3)o2)cc1	-1.6	-13.0	-1.9	6.3	2.1	-1.2	-1.9	1.8	-0.3
